Shiga toxin inh = inhibitors of Shiga toxin in Vero cells; Vero cells, Shiga toxin protein synthesis inhibition reporter; inhibition, % at 38.7 µM; 290,000 tested, 9.2% active; in the data active = inhibition mostly above about 28%, no sharp cut-off; inactive = mostly below about 43%; note: 0% is about no effect
Pf growth 48h = inhibits P. falciparum growth in the first generation, 48 h; 310,000 tested, 5.9% active; P. falciparum luciferase growth in erythrocytes, 48 h; Potency, µM (series often up to 28.7 µM), without a hit: at the top dose activity change, negative = inhibition, actives largely listed as inhibitors; note: potency is the fitted concentration of half-maximal effect; % is set by controls: 0 for no effect and ±100 for the full control effect
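Luciferase-expressing P. falciparum in infected erythrocytes (2% hematocrit, 0.1% parasitemia final) in RPMI 1640/0.5% Albumax were exposed to compound for 48 hours at 37 C, 5% CO2; growth read as luminescence.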
Pf growth 96h = P. falciparum growth inhibition at 96 hour, primary screen for plastid delayed-death inhibitors. P. falciparum luciferase reporter growth, 96 h. Potency, µM (top dose mostly 28.7 µM), inactives show top-dose activity change, negative = inhibition, usual class: inhibitors. 320,000 tested, 6.9% active; note: potency is the fitted concentration of half-maximal effect; % is set by controls: 0 for no effect and ±100 for the full control effect
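Two-generation exposure (96 h) targets delayed-death phenotype. Reporter parasites carrying integrated firefly luciferase, in red cells at 2% hematocrit and 0.05% parasitemia final, kept at 37 C, 5% CO2; luminescence loss indicates inhibition.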
Giardia FBPA inh = inhibitors of Giardia lamblia fructose-1,6-bisphosphate aldolase; 290,000 tested, 0.71% active; purified Giardia FBPA; AID 2451; Potency, µM (highest dose often 59.6 µM), for the others: at the highest dose activity, negative = inhibition, hits mostly inhibitors; note: potency is the fitted concentration of half-maximal effect; % is set by controls: 0 for no effect and ±100 for the full control effect; nearly all actives have a fitted effect of over 55% in size
Target sequence (A8B2U2 whole entry, looked up): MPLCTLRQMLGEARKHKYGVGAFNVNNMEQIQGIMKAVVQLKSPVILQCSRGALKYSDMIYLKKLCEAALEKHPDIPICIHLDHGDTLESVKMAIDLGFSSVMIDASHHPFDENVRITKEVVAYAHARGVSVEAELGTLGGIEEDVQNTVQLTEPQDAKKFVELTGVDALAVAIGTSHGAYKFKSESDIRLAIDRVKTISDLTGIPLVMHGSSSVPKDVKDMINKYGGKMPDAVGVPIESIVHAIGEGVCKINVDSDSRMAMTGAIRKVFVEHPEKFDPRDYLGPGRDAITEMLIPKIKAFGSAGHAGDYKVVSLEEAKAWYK
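Giardia FBPA (40 nM reagent) was preincubated 10 min at RT with compound (up to 57.5 uM final), then substrate plus GAPDH/TPI/NAD/arsenate coupling system with diaphorase/resazurin was added; resorufin fluorescence (525/598 nm) was read after 20 min.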
Cycloheximide cs = counter-screen hit for Shiga toxin inhibitors, cycloheximide; cell reporter, cycloheximide protein synthesis inhibition counterscreen; max response, %; 300,000 tested, 12% active; AID 2314; in the data active = max response mostly above about 13%, no sharp cut-off; inactive = mostly below about 14%; note: read at 38.3 µM for the half of the compounds with a filed dose; 0% is about no effect
HCV inh = blocks hepatitis C virus. Huh7.5.1 HCVcc-Cre infection, luciferase reporter, 44 h. Potency, µM (highest dose often 41.8 µM), for inactives: at the top dose activity change, negative = inhibition, actives largely listed as inhibitors. 340,000 tested, 3.4% active. AID 651820; note: potency is the fitted concentration of half-maximal effect; % is set by controls: 0 for no effect and ±100 for the full control effect
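Antiviral activity was scored by luciferase reporter output from cells infected with HCVcc-Cre (~0.5 moi) in presence of compound, 44 h infection period, cells seeded 1,000/well 4 h prior.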
An asterisk follows results filed as active; i = inactive; ? = inconclusive; nt = not tested or not shown; & = joins results of further samples; [ ] = another dose, or the depositor's remark. Unless noted, calls come from the whole dose curve; as a rule, active = well fitted curve in the direction sought with a large enough effect; inconclusive = small, poorly fitted or top-dose-only effect, or another doubt; inactive = no such curve, though single readings can be large; an effect the other way counts as inactive or inconclusive.

[1] COc1ccc(CCN(C)C(=O)c2c(C)nn(CC(C)C)c2Cl)cc1OC
[2] CCN(CC)c1ccc(N2C(=O)/C(=C\c3cccs3)SC2=S)cc1
[3] Cc1c2cnn(CC(=O)N3CCC4(CC3)OCCO4)c(=O)c2c(C)n1Cc1cccc(Cl)c1
[4] O=c1c2ccccc2ncn1CCOCCOc1ccc([N+](=O)[O-])cc1
[5] CCn1c(-c2c[nH]c3ccccc23)n[nH]c1=S
[6] O=C(COc1ccc(-c2ccccc2)cc1)N1CCN(S(=O)(=O)Cc2ccccc2)CC1

assay / entry,1,2,3,4,5,6
Shiga toxin inh,-11,-11,-5,-9,-3,42
Pf growth 48h,5%,10%,12%,5%,20%,nt
Pf growth 96h,?,nt,?,31%[activator],nt,0%
Giardia FBPA inh,nt,-2%,2%,3%,3%,5%
Cycloheximide cs,-1,-4,9,-2,-3,18
HCV inh,5%,6%,-1%,-10%,9%,?

Exported with tabs: part of the list above.
item	smiles	Shiga toxin inh	Pf growth 48h	Pf growth 96h	Giardia FBPA inh	Cycloheximide cs	HCV inh
6	O=C(COc1ccc(-c2ccccc2)cc1)N1CCN(S(=O)(=O)Cc2ccccc2)CC1	42	nt	0%	5%	18	?
4	O=c1c2ccccc2ncn1CCOCCOc1ccc([N+](=O)[O-])cc1	-9	5%	31%[activator]	3%	-2	-10%

By substructure: the compounds so far containing sulfur
[2] CCN(CC)c1ccc(N2C(=O)/C(=C\c3cccs3)SC2=S)cc1
[5] CCn1c(-c2c[nH]c3ccccc23)n[nH]c1=S
[6] O=C(COc1ccc(-c2ccccc2)cc1)N1CCN(S(=O)(=O)Cc2ccccc2)CC1

assay / entry,2,5,6
Shiga toxin inh,-11,-3,42
Pf growth 48h,10%,20%,nt
Pf growth 96h,nt,nt,0%
Giardia FBPA inh,-2%,3%,5%
Cycloheximide cs,-4,-3,18
HCV inh,6%,9%,?

Going on with the list.
[7] Cn1c(Cc2cccs2)nnc1SCC(=O)Nc1ccc(F)cc1F
[8] CCN(CC)CCNc1cc(C)c(C#N)c2nc3ccccc3n12
[9] Clc1ccc(-c2cnn3c(-c4ccncc4)ccnc23)cc1
[10] Cc1ncc(CO)c2c1Oc1nc(-c3ccccc3)nc(SCC(=O)N3CCOCC3)c1C2
[11] CCN1CCN(c2ccc(NC(=O)c3cc(S(=O)(=O)N4CCCC4)ccc3Cl)cc2)CC1
[12] Brc1cccc(-c2cnc3n2CCCCC3)c1

assay / entry,7,8,9,10,11,12
Shiga toxin inh,nt,-8,89*,-7,nt,-11
Pf growth 48h,-30%,?,i,?,?,nt
Pf growth 96h,8%,29%,277%[activator],-19%,?,?
Giardia FBPA inh,nt,5%,4%,nt,nt,-6%
Cycloheximide cs,nt,-2,35*,-11,nt,-2
HCV inh,-15%,-11%,-4%,?,?,?

[13] Cn1c(N)c(C(=O)COC(=O)C2CC(=O)N(Cc3ccccc3)C2)c(=O)n(C)c1=O (configuration not stated)
[14] Cc1nc(-c2ccncc2)sc1C(=O)Nc1ccc(Cl)cc1
[15] Cc1ccccc1NC(=O)Nc1ccccc1C(N)=O
[16] CC1CCN(Cc2nc(-c3ccc(Cl)cc3)no2)CC1
[17] CCOC(=O)c1ccc(NC(=O)C2CCN(S(=O)(=O)c3c(C)nn(C)c3C)CC2)cc1
[18] COc1ccc(C(=O)NCCS(=O)(=O)N2CCN(C(=O)c3ccco3)CC2)cc1

assay / entry,13,14,15,16,17,18
Shiga toxin inh,-9,-10,14,34,-2,nt
Pf growth 48h,37%[activator],?,0%,127%[activator],-26%,24%
Pf growth 96h,62%[activator],-8%,nt,46%[activator],?,-28%
Giardia FBPA inh,7%,1%,-2%,-3%,19%,nt
Cycloheximide cs,-11,-2,-3,15*,-2,nt
HCV inh,4%,-18%,19%,5%,-8%,-2%

[19] OC(COC(c1ccc(Cl)cc1)c1ccc(Cl)cc1)CN1CCCC1 (configuration not stated)
[20] CC(=O)n1nnc2ccccc21
[21] Cc1c(-n2c(-c3ccccc3)nc3ccccc3c2=O)c(=O)n(-c2ccccc2)n1C
[22] O=C(Cn1cc(C(F)(F)F)ccc1=O)N/N=C/c1ccc(F)cc1
[23] O=[N+]([O-])c1cc(S(=O)(=O)N2CCCCC2)ccc1NCc1cccc(Cl)c1
[24] O=C(COC(=O)c1ccc2c(c1)C(=O)N(Cc1ccncc1)C2=O)Nc1ccccc1[N+](=O)[O-]

assay / entry,19,20,21,22,23,24
Shiga toxin inh,-14,14,12,-8,-3,-4
Pf growth 48h,?,nt,5%,17%,?,0%
Pf growth 96h,4.7µM*,nt,?,8%,?,30%
Giardia FBPA inh,-23%,4%,6%,1%,0%,-3%
Cycloheximide cs,-1,6,9,5,1,1
HCV inh,5.6µM*,nt,32%[activator],31%[activator],?,3%

Some values from the results shown.
cpd 19 in Pf growth 96h has 4.7µM*
cpd 24 in Cycloheximide cs has 1
cpd 23 in Cycloheximide cs has 1
cpd 20 in Shiga toxin inh has 14

Remaining list, next part.
[25] Cc1cc(NC(=O)COC(=O)C2CCN(S(=O)(=O)c3c(Cl)cccc3Cl)CC2)no1
[26] COc1cccc(-c2nnc(SCN3C(=O)c4ccccc4C3=O)n2C)c1
[27] Cc1nc(NC(=O)CCc2ccccc2)sc1C
[28] N#CCC(=O)N/N=C/c1cc(Br)ccc1OCc1cccc2ccccc12
[29] COC(=O)C1=C(c2cccc(OCc3ccccc3)c2)C[C@@H]2CC[C@H]1N2C(=O)NCc1ccc(F)cc1
[30] COc1ccc(OC)c(S(=O)(=O)N2CCCC(C(=O)N3CCOCC3)C2)c1 (configuration not stated)

assay / entry,25,26,27,28,29,30
Shiga toxin inh,9,-4,68*,-6,nt,-8
Pf growth 48h,nt,24%,55%[activator],13µM*,12µM*,0%
Pf growth 96h,3%,9%,?,?,9.3µM*,18%
Giardia FBPA inh,9%,1%,-1%,5%,nt,-6%
Cycloheximide cs,-3,-4,40*,-9,nt,-6
HCV inh,26%,19%,-29%,?,?,-17%

[31] O=c1oc2ccccc2c(Nc2ccc(F)cc2)c1[N+](=O)[O-]
[32] CCNC(=S)N/N=C/c1ccc(F)cc1
[33] COc1c2c(nc3ccccc13)OC(C(C)(O)CO)C2 (configuration not stated)
[34] N=c1ccccn1CC(O)COc1ccccc1 (configuration not stated)
[35] Clc1cccc2c1Sc1ccccc1CC2N1CCNCC1 (configuration not stated)
[36] CC(C)OP(C)(=O)CN1CCN(CP(C)(=O)OC(C)C)CC1 (configuration not stated)

assay / entry,31,32,33,34,35,36
Shiga toxin inh,-9,-9,-17,-6,-25,-8
Pf growth 48h,?,-1%,nt,23%,?,8%
Pf growth 96h,-10%,?,-6%,31%[activator],10µM*,0.52µM*
Giardia FBPA inh,0%,-7%,3%&-2%&4%,-17%,-2%,6%
Cycloheximide cs,2,0,-3,1,-10,0
HCV inh,-13%,nt,-15%,18%,10µM*,-1%

[37] COc1ccc(OC)c(/C=N/N2CCN(c3ccc(Cl)cc3)CC2)c1
[38] O=C(Oc1cccc2ccccc12)c1ccco1
[39] CCCCCC(=O)Nc1cccc(C2=NOC3(C2)C[C@@H](C(N)=O)N(C(=O)C2(C)CC2)C3)c1 (some centres not stated)
[40] Cc1cc(NC(=O)Nc2ccccc2)n(-c2ccccc2)n1
[41] CCc1cccc2sc(NC(=O)c3ccc(N4C(=O)CCC4=O)cc3)nc12
[42] Cc1cccc(C(=O)NNC(=O)CCCCC(=O)NNC(=O)c2cccc(C)c2)c1

assay / entry,37,38,39,40,41,42
Shiga toxin inh,14,-3,-6,35,-3,7
Pf growth 48h,-4%,14%,23%,12%,20%,4%[0.00184 µM]
Pf growth 96h,-2%,?,-4%,nt,12%,-3%
Giardia FBPA inh,5%,-4%,-1%,-16%,5%,9%
Cycloheximide cs,-1,2,-3,18*,-3,-4
HCV inh,-4%,4%,9%,?,-20%[8.37 µM],30%[activator]

[43] O=C(NC(=O)c1cnccc1C(F)(F)F)Nc1ccccc1
[44] Cc1sc(-c2ccncc2)nc1OC(=O)c1ccccc1
[45] COc1ccc(-c2oc3cccnc3c2C#CC2(O)CCCCC2)cc1
[46] Cc1ccc(-c2cn(-c3ccccc3)c(=S)[nH]2)cc1C
[47] CCOc1ccc(OCCC(=O)NNC(=O)c2ccccc2Cl)cc1
[48] CC(C)Cc1nc(Nc2ccccc2C#N)c2nnn(Cc3ccccc3)c2n1

assay / entry,43,44,45,46,47,48
Shiga toxin inh,15,-22,15,113*,nt,34
Pf growth 48h,-6%,nt,?,nt,-7%,?
Pf growth 96h,30%,-3%,?,?,7%,?
Giardia FBPA inh,4%,-7%,-6%,21%,nt,1%
Cycloheximide cs,7,-3,8,64*,nt,1
HCV inh,4%,12%,?,-11%,8%,16µM*

[49] COC(=O)c1cn(NC(=O)C2COc3ccccc3O2)c(=O)c2ccccc12 (configuration not stated)
[50] N=c1c2c(n(Cc3ccc(Cl)cc3)c3c1CCC3)CCC2
[51] CN1C(=O)/C(=C2\SC(=S)N(C(CCC(=O)O)C(=O)O)C2=O)c2ccccc21 (configuration not stated)
[52] CCc1ccccc1N=C1S/C(=C/c2ccccc2OCC(=O)N2CCOCC2)C(=O)N1C
[53] O=C1CN2NC(=S)N(c3ccc(Cl)cc3)C2=CN1c1ccc(Cl)cc1
[54] c1ccc(-c2nnc(CN3CCCc4ccccc43)o2)cc1

assay / entry,49,50,51,52,53,54
Shiga toxin inh,-4,-5,-3,5,-10,19
Pf growth 48h,-3%,0.21µM*,1%,?,8%,?
Pf growth 96h,10%,25%,10%,?,16%,nt
Giardia FBPA inh,8%,2%,-16%,-3%,5%,-26%
Cycloheximide cs,-5,-5,2,-1,-6,16*
HCV inh,-1%,?,12%,?,11%,?

[55] C/C(=N\NC(=O)c1ccccc1O)c1c(O)n(C2CCCCC2)c(=O)[nH]c1=O
[56] CC1(c2nnc(-c3ccccc3)o2)CC(c2ccc(Cl)cc2)=NO1 (configuration not stated)
[57] O=C(O)C(C(O)c1ccc([N+](=O)[O-])cc1)[n+]1ccccc1 (configuration not stated)
[58] O=C(Nc1ccc(F)cc1)Oc1ccccc1N1CCOCC1
[59] COc1ccccc1Nc1nc(-c2ccccc2O)nc2ccccc12
[60] Cc1cc(C(=O)CCl)c(C)n1-c1c(C)n(C)n(-c2ccccc2)c1=O
[61] COc1ccc(NC(=O)C(NC(C)=O)C(=O)NCc2ccc(F)cc2)cc1 (configuration not stated)
[62] CCOC(=O)c1c(N)sc2c1CCC(C)C2 (configuration not stated)
[63] O=c1[nH]ccc2c([N+](=O)[O-])cccc12

assay / entry,55,56,57,58,59,60,61,62,63
Shiga toxin inh,41*,5,nt,1,-5,12,-19,-18,-17
Pf growth 48h,?,35%[activator],?,0%,?,8.3µM*,15%,?,18%
Pf growth 96h,?,61%[activator],?,30%,?,6.6µM*,93%[activator],32%[activator],32%[activator]
Giardia FBPA inh,nt,1%,nt,-2%,-1%,4%,3%,-21%,-17%
Cycloheximide cs,23*,1,nt,10,-3,7,-2,3,-1
HCV inh,1%,-7%,-5%,0%,4µM*,8.9µM*,2%,-20%,5%

By substructure: those above containing bromine
[12] Brc1cccc(-c2cnc3n2CCCCC3)c1
[28] N#CCC(=O)N/N=C/c1cc(Br)ccc1OCc1cccc2ccccc12

assay / entry,12,28
Shiga toxin inh,-11,-6
Pf growth 48h,nt,13µM*
Pf growth 96h,?,?
Giardia FBPA inh,-6%,5%
Cycloheximide cs,-2,-9
HCV inh,?,?

Screening results (PubChem BioAssay)
